# SNCA viab count = cell viability loss counter-screen; actives 0.12% (n = 150,000); HEK-293-SNCA-luc viability, GF-AFC fluorescence, 24 h; Potency, µM (doses to about 57.1 µM), for the others: at the highest dose activity change, negative = cytotoxicity, hits mostly cytotoxic;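 note: potency is the fitted concentration of half-maximal effect; 0% = DMSO-treated cells and -100% = medium-only wells without cells; nearly all actives have a fitted effect of over 30% in size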
#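 HEK-293-SNCA-luc cells (1500/well) plated 24 h, then exposed 24 h to a dilution series; GF-AFC added 30 min at 37C, fluorescence 405/540 nm; normalised to medium-only and DMSO wells, Hill fit.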
# NIH3T3 tox = kills NIH 3T3 cells | Potency, µM (highest dose often 96.7 µM), without a hit: at the highest dose activity change, negative = cytotoxicity, usual class: inhibitors | actives 4.3% (n = 94,000) | AID 1345082 | NIH 3T3 viability, CellTiter-Glo ATP luminescence, 48-72 h; note: potency is the fitted concentration of half-maximal effect; nearly all actives have a fitted effect of over 55% in size
#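 ATP-dependent luminescence (CellTiter-Glo) served as the viability signal for NIH 3T3 cells treated with compound for 48 or 72 hr at 37 °C.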
# SNCA expr inh = SNCA gene expression inhibition; HEK-293 SNCA-luciferase knock-in, luminescence, 24 h; Potency, µM (highest dose often 57.2 µM), inactives show at the highest dose activity change, negative = inhibition, actives largely listed as inhibitors; actives 0.17% (n = 140,000); AID 1671194;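 note: potency is the fitted concentration of half-maximal effect; plate controls were DMSO cells for no effect and cell-free wells for full effect; nearly all actives have a fitted effect of over 45% in size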
# FLuc inh = Photinus pyralis luciferase inhibition | purified P. pyralis luciferase, luminescence, biochemical | actives 2.5% (n = 76,000) | AID 1347043 | Potency, µM (series often up to 115 µM), without a hit: at the top dose activity change, negative = inhibition, usual class: inhibitors; note: potency is the fitted concentration of half-maximal effect; nearly all actives have a fitted effect of over 65% in size
# Target sequence (P08659 whole entry, looked up): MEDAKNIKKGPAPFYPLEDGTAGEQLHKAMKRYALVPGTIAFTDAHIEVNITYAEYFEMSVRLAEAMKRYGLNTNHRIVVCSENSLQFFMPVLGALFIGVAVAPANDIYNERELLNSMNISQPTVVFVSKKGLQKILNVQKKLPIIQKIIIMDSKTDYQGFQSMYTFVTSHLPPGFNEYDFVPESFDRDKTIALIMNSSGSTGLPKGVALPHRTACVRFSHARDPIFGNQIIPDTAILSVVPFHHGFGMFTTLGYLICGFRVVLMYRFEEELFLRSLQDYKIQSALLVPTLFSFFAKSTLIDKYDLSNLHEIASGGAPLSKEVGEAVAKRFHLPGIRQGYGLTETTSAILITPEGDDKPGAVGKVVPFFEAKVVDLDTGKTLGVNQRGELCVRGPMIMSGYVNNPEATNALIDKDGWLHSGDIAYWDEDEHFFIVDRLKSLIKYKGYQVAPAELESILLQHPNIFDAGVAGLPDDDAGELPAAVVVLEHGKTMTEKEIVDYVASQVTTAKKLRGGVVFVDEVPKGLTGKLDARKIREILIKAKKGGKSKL
#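 Purified P. pyralis luciferase (10nM final) in 50mM Tris acetate pH 7.5, 10mM Mg acetate, 0.01% Tween-20, 0.05% BSA with 10uM D-luciferin and 10uM ATP. Compounds titrated qHTS. Luminescence imaged on CCD.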
# GPT2 inh = GPT2 alanine aminotransferase inhibition; Recombinant GPT2, coupled pyruvate oxidase/HRP Amplex Red fluorescence; AID 1671188; Potency, µM (top dose mostly 57.7 µM), inactives show at the highest dose activity change, negative = inhibition, most hits filed as inhibitors; actives 0.25% (n = 100,000); Q8TD30; note: potency is the fitted concentration of half-maximal effect; nearly all actives have a fitted effect of over 60% in size; many of its hits are not listed in these tables
#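 Inhibition is scored from Amplex Red fluorescence generated when pyruvate oxidase and HRP act on pyruvate released by GPT2. Reactions contain 10ng/uL enzyme, 250uM a-KG and 2mM L-alanine and run 30 min at room temperature.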
# IP6K1 inh = inhibitors of human IP6K1. Q92551. IP6K1 kinase, ADP-Glo luminescence, 2 h; hits give low values. actives 0.81% (n = 140,000). activity change, % (series mostly up to about 58 µM); in the data active = activity change below about -25%
# Target sequence (Q92551 whole entry, looked up): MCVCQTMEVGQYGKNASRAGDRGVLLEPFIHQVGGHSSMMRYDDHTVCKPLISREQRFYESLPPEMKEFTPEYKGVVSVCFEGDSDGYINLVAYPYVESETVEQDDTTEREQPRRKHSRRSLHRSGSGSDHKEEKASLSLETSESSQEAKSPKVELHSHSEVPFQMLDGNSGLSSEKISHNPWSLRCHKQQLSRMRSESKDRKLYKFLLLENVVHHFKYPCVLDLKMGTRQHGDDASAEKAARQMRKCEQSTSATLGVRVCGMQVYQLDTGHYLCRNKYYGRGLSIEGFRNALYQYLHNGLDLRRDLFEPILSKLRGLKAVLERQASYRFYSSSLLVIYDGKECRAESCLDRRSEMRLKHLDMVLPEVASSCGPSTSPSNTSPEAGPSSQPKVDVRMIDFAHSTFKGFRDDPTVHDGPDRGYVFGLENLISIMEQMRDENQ
#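 ADP-Glo luminescence measures ADP made by human IP6K1 during a 2 h RT reaction with ATP/IP6 (mix at 1.3 mM/130 uM); top library doses 57.5 and 19.1 uM final.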
# HEK293 tox = HEK 293 cell cytotoxicity. HEK 293 viability, ATP luminescence (CellTiter-Glo), 48-72 h. Potency, µM (highest dose often 115 µM), for the others: at the top dose activity change, negative = cytotoxicity, usual class: inhibitors. actives 6.6% (n = 94,000). AID 1345083; note: potency is the fitted concentration of half-maximal effect; nearly all actives have a fitted effect of over 60% in size
#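 250 HEK 293 cells/well; compound by pintool; incubated 48 or 72 hr at 37 degree Celsius; CellTiter-Glo added, 10 min RT, luminescence imaged.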
# * hit, by the source's call; i = inactive; u = inconclusive; x = not tested or not shown; [ ] = remark or other dose. Unless noted, calls come from the whole dose curve; as a rule, active = well fitted curve in the direction sought with a large enough effect; inconclusive = small, poorly fitted or top-dose-only effect, or another doubt; inactive = no such curve, though single readings can be large; an effect the other way counts as inactive or inconclusive. Unless noted, % is set by controls: 0 for no effect and ±100 for the full control effect.
SMILES,SNCA viab count,NIH3T3 tox,SNCA expr inh,FLuc inh,GPT2 inh,IP6K1 inh,HEK293 tox
O=C(c1ccc(CN2C(=O)NC3(CCOCC3)C2=O)cc1)N1CCc2ccccc2C1,-7%,-18%,-2%,5%,u,12,-22%
CCCCc1cc(C[C@H]2CNCC[C@H]2CC(=O)NCCNC(C)=O)no1,0%[87.6 µM],3%[174 µM],11%[87.6 µM],-3%[172 µM],-5%[88.5 µM],-1,i
CCOc1cc(C(=O)NCC(c2ccc(N(C)C)cc2)N2CCOCC2)cc(OCC)c1OCC (configuration not stated),-2%,x,-24%,x,x,-11,x
CNCc1ccc(OC)cc1,1%[87.6 µM],i,-23%[87.6 µM],x,1%[88.5 µM],-1,i
CN(C)[S+](=O)([O-])c1ccc2c(c1)OCCN(Cc1ccncc1)C2,-9%[87.6 µM],u,1%[87.6 µM],-3%[172 µM],-2%[88.5 µM],3,u
CCn1cc(CN2CCCN(S(=O)(=O)c3ccccc3)CCC(=O)NCC2)c(C)n1,1%,-12%,8%,4%,u,9,1%
Cc1cn2nc(C(=O)N3CCC(NC(=O)c4cc(Cl)ccc4F)CC3)cc2c(=O)[nH]1,-15%,2%,-15%,4%,i,19,5%
O=C(Cc1cccs1)NCC1CCCCC(=O)N1 (configuration not stated),12%,i,14%,0%,i,-6,-10%
Cc1csc2nc(COC(=O)c3ccccc3NC(=O)c3ccccc3Cl)cc(=O)n12,-8%,x,35%[activator],x,x,-6,x
CCOC(=O)c1c(NC(=O)COc2cccc(C)c2C)sc(C(C)=O)c1C,9%,x,-17%,x,x,38,x
CC1CCN(C(=O)CSc2nnc(-c3ccccc3Cl)o2)CC1,-29%,x,23%,x,x,-1,x
COC1CCC12CCN(C(=O)C1CCCC1)CC2 (configuration not stated),-7%,1%,6%,3%,-27%,-11,i
CCOC(=O)[C@@H]1CN(C(C)=O)[C@H]2c3ccc(OC)cc3O[C@@H]12,x,-29%,x,x,x,16,u
CCOc1ccc(NC(=O)Cn2c(N3CCOCC3)nc(COC)cc2=O)cc1,-10%,-25%,1%,-2%,i,12,-18%
COCCNC(=O)[C@@H]1C[C@@H](O)CN1C1CCN(C(=O)Cc2ccccc2)CC1,8%,-16%,7%,0%,-1%,4,-5%
C=C(C)C(=O)O[C@H]1/C(C=O)=C\CC/C(CO)=C/[C@H]2OC(=O)C(=C)[C@@H]2[C@@H]1OC,-12%,x,x,x,2%[27.3 µM],-8,x
Cc1cc(C(=O)N2CC(N(CC(C)C)C3CCOCC3)C2)nn1C,-4%,-10%,-6%,-9%,i,-11,-4%
Cc1ncc(CN2CCCC2C(=O)Nc2ccc(-c3cccc(F)c3)cc2)[nH]1 (configuration not stated),-2%,u,85%[activator],-31%,-3%,20,u
CCNc1nc2c(s1)C(c1cccc(F)c1)CC(=O)N2 (configuration not stated),0%,-12%,-1%,-16%,u,-71*,-16%
Cc1cn2c(=O)cc(COC(=O)c3ccc(NC(=O)COc4ccccc4C)cc3)nc2s1,0%,x,7%,x,x,6,x
CCOC(=O)C(C)Oc1cccn2c(=O)c(-c3cc(C)n(-c4ccc(Cl)cc4)n3)c(C)nc12 (configuration not stated),5%,-13%,0%,10%,-9%,17,u
COc1ccc(OC)c(NC(=O)N2CCC(N3CCN(Cc4ccc(F)cc4)C(=O)C3=O)CC2)c1,-1%,x,46%[activator],x,x,8,x
O=C(CCc1cc2ccccc2[nH]c1=O)N1CCN(C(=O)c2ccco2)CC1,6%,-10%,22%,5%,i,17,-2%
Cc1cccc(-c2nc(S(=O)(=O)c3ccc(Cl)cc3)c(N3CCCCCC3)o2)c1,-2%,x,-10%,x,x,1,x
O=C(NCc1nnc2cc(-c3nc(C4CC4)no3)ccn12)c1ccc(F)c(Cl)c1,8%,3%,0%,0%,i,12,1%
CCCCNC(=O)c1nnn2c1COC(c1ccc(C)cc1)C2 (configuration not stated),4%,-2%,57%[activator],-9%,i,1,-8%
CCCCCN1C(C(=O)c2ccccc2)=C(NC(=O)c2ccc(OC)c(OC)c2)c2ccccc2S1(=O)=O,u,x,11%,x,x,14,x
CCn1cc(CN2CCC3(CC2)CN(c2ccncn2)CC3CO)c(C)n1 (configuration not stated),15%[12.5 µM],-25%,-24%,-4%,i,37,-16%
CC(=O)N1c2ccc(S(=O)(=O)N3CCCCCC3)cc2CC1C(=O)NCc1ccccc1F (configuration not stated),11%,x,12%,x,x,-17,x
CCNC(=O)CCC/C=C\C[C@@H]1[C@@H](/C=C/C(O)CCc2ccccc2)[C@@H](O)C[C@@H]1O (some centres not stated),-10%,x,x,x,-2%,2,x
COc1ccc(CNC(=O)c2cccc(-c3ccc(OC)nn3)c2)cc1,x,u,x,x,x,8,u
O=C(Cc1ccc(F)cc1)NCc1ccc2c(c1)CCN2C(=O)c1ccc(F)cc1,-13%,x,7%,x,x,16,x
OCCc1ccc(Nc2cnc3ccc(-c4ccc(F)cc4)nn23)cc1,-23%[87.6 µM],u,-12%[87.6 µM],-16%[172 µM],-24%[88.5 µM],-20,u
CCc1ccc(/C=C2/SC(=S)NC2=O)cc1,-17%,x,104%[activator],x,i,x,x
CS(=O)(=O)N1CCC(OC2CCN(C(=O)C3(c4ccccc4)CC3)CC2)CC1,3%,-28%,-19%,-8%,i,-5,2%
O=C(NC1CCCCCC1)c1cn2cc(-c3cccc(C(F)(F)F)c3)sc2n1,-6%,-8%,4%,x,1%,14,-24%
O=C1CCC(CCC(=O)N2CCN(c3ccccc3)C(=O)C2)(Cc2ccc(F)cc2)N1 (configuration not stated),2%,i,11%,2%,0%,1,3%
O=C(CCn1ccn2nc3c(c2c1=O)CCCC3)Nc1cc(F)cc(F)c1,-9%,u,-24%,-1%,i,-5,u
O=C(c1n[nH]c2ccccc12)N1CCC(c2nc(C3CCOCC3)no2)C1 (configuration not stated),3%,-22%,17%,-16%,-10%,0,-25%
NCc1cccc(-c2cncnc2)c1,1%[87.6 µM],i,-8%[87.6 µM],x,-14%[88.5 µM],-8,i
CN(CC1(c2ccccc2)CC1(C)C)C(=O)c1cc(COc2c(F)cccc2F)on1 (configuration not stated),9%,-5%,-4%,-9%,1%,-4,-26%
Cn1nc(-c2ccccc2F)c2cc(C(=O)N3CCN(c4ccccc4F)CC3)sc21,-24%,x,-18%,x,x,-13,x
CCc1ccc(C(=O)c2cn(CC(=O)Nc3cc(C)ccc3C)c3nc(C)ccc3c2=O)cc1,11%,x,13%,x,x,9,x
CCOC(=O)C1CCN(C(=O)c2cc(Cn3nc(C)cc3C)[nH]n2)CC1,12%,-6%,9%,-9%,u,12,u
Cn1c(CCC(=O)N2CCCOCC2)nc2cc(S(=O)(=O)N3CCCC3)ccc21,5%,-14%,10%,6%,i[11.5 µM],-31*,-22%
CNC(=O)c1cccnc1N1CC2CC(C1)[C@H]1CCCC(=O)N1C2 (some centres not stated),-1%,i,0%,6%,-16%,7,4%
O=C(NCc1ccc(Cl)cc1)c1ccc2cc[nH]c2n1,-4%[87.6 µM],u,33%[activator][87.6 µM],x,-3%[88.5 µM],10,-21%[172 µM]
Cc1ccc(C)c(Cn2c(SCC(=O)NCc3ccccc3)nc3ccccc32)c1,4%,x,-8%,x,x,10,x
Cc1cc(F)ccc1S(=O)(=O)NCC(c1ccco1)S(=O)(=O)c1cccs1 (configuration not stated),4%,x,4%,x,x,28,x
COc1ccc(CNC(=O)c2ccc3c(O)c(S(=O)(=O)c4ccccc4)c(=O)[nH]c3c2)cc1,1%,x,4%,x,x,-1,x
COc1ccc(Br)cc1CNC(=O)Cn1c(=O)c2cccn2c2ccc(F)cc21,-2%,x,-3%,x,x,24,x
Cc1nn(-c2ccccc2)c(C)c1S(=O)(=O)N[C@@H]1[C@@H](N)[C@H]2CCO[C@H]21,-19%,i,-5%,4%,3%,8,5%
COc1ccc(CNC(=O)Cn2nc3c(cc2=O)CCCC3)cc1,8%,x,3%,x,x,22,x
O=C1CC(c2ccccc2)N(C(=O)CNC(=O)C2CCCC2)CCCCCCN1 (configuration not stated),1%,1%,6%,5%,i,-4,i
CC1CCCN(C(=O)Cc2cccn2-c2ccc(F)cc2)C1 (configuration not stated),-17%,-8%,-3%,3%,i,-2,u
CCC[C@@H](NC(=O)[C@@H]1[C@H]2CCC[C@@H]2CN1C(=O)[C@@H](NC(=O)[C@@H](NC(=O)c1cnccn1)C1CCCCC1)C(C)(C)C)C(=O)C(=O)NC1CC1,-9%,x,u,x,i,x,x
COc1cccc(-c2cc(C(=O)NC3CCCC3)c3cnn(C)c3n2)c1,x,u,x,x,x,-4,u

# Ordered by length of the SMILES (lowest first): part of the list above.
SMILES,SNCA viab count,NIH3T3 tox,SNCA expr inh,FLuc inh,GPT2 inh,IP6K1 inh,HEK293 tox
O=C(NCc1ccc(Cl)cc1)c1ccc2cc[nH]c2n1,-4%[87.6 µM],u,33%[activator][87.6 µM],x,-3%[88.5 µM],10,-21%[172 µM]
Cc1ccc(C)c(Cn2c(SCC(=O)NCc3ccccc3)nc3ccccc32)c1,4%,x,-8%,x,x,10,x
Cc1cc(F)ccc1S(=O)(=O)NCC(c1ccco1)S(=O)(=O)c1cccs1 (configuration not stated),4%,x,4%,x,x,28,x

# 5 compounds picked at random from the list so far, as already listed:
SMILES,SNCA viab count,NIH3T3 tox,SNCA expr inh,FLuc inh,GPT2 inh,IP6K1 inh,HEK293 tox
Cc1cc(F)ccc1S(=O)(=O)NCC(c1ccco1)S(=O)(=O)c1cccs1 (configuration not stated),4%,x,4%,x,x,28,x
CC1CCCN(C(=O)Cc2cccn2-c2ccc(F)cc2)C1 (configuration not stated),-17%,-8%,-3%,3%,i,-2,u
CNC(=O)c1cccnc1N1CC2CC(C1)[C@H]1CCCC(=O)N1C2 (some centres not stated),-1%,i,0%,6%,-16%,7,4%
COc1ccc(CNC(=O)Cn2nc3c(cc2=O)CCCC3)cc1,8%,x,3%,x,x,22,x
O=C(NCc1ccc(Cl)cc1)c1ccc2cc[nH]c2n1,-4%[87.6 µM],u,33%[activator][87.6 µM],x,-3%[88.5 µM],10,-21%[172 µM]

# Source: PubChem
